Bioassay records: PubChem, National Center for Advancing Translational Sciences (NCATS)
Rab9 prom act: qHTS Assay for Rab9 Promoter Activators; Huh7 Rab9 promoter-luciferase reporter, luminescence, 24 h; Potency, µM (doses to about 9.22 µM), for the others: top-dose activation, negative = inhibition, usual class: activators; 320,000 tested, 2.8% active; note: % of control where 0% means no effect; nearly all actives have a fitted effect of over 60% in size
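Stable Rab9-luc Huh7, 1500 cells/well, 2 h settle; cmpd in DMSO, 24 h, 37 °C/5% CO2; luciferase reagent 10 min RT; luminescence.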
RORg inh: qHTS for inhibitors of ROR gamma transcriptional activity. Nuclear receptor ROR-gamma (Mus musculus), P51450. Drosophila S2 Gal4-RORgamma UAS-luciferase reporter, 20 h. Potency, µM (highest dose often 53.6 µM), for inactives: at the top dose activity change, negative = inhibition, usual class: inhibitors. 310,000 tested, 5.4% active. AID 2551, 2010; note: % is set by controls: 0 for no effect and ±100 for the full control effect; nearly all actives have a fitted effect of over 60% in size
Target sequence (P51450 whole entry, looked up, the tested form may be a part): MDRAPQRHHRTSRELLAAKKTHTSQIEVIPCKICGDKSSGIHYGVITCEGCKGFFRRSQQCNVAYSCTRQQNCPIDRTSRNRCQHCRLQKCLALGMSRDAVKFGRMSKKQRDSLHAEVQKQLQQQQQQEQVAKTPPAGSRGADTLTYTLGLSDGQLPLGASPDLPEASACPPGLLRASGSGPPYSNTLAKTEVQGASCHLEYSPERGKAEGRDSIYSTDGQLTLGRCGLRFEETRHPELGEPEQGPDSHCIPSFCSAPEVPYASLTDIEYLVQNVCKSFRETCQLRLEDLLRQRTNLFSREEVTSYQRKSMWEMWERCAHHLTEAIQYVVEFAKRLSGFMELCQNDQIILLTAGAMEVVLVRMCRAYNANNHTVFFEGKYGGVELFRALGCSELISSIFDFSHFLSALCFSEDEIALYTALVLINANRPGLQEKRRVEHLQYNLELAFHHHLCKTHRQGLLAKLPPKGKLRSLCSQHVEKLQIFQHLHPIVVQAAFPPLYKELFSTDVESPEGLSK
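Luminescence from a UAS-regulated Photinus luciferase reporter in stably transfected Drosophila Schneider cells is measured; decreased signal marks ROR gamma inhibition. Fusion expression is induced by 700 uM copper sulfate for 20 hr.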
BRCA1 expr up: qHTS Assay to Identify Small Molecule Activators of BRCA1 Expression | 380,000 tested, 1.1% active | MCF7-BRCA1-FFLuc reporter, luminescence, 48 h; response scale: scaled: vehicle 0%, 10 µM genistein 100% | AID 624202, 2012 | Potency, µM (doses to about 46.1 µM), for the others: at the top dose activation, actives largely listed as activators; note: nearly all actives have a fitted effect of over 80% in size; some results filed as inactive show a strong effect at the top dose
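48 h compound treatment of MCF7-BRCA1-FFLuc cells (phenol-red free MEM, 37 °C), then 15 min with luciferase substrate and luminescence imaging.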
NPC1 promoter act: qHTS Assay for NPC1 Promoter Activators; AID 485313, 2010; Potency, µM (highest dose often 9.22 µM), without a hit: at the highest dose activation, hits mostly activators; Huh7 NPC1 promoter luciferase reporter, 24 h; 320,000 tested, 2.4% active;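 note: % of control where 0% means no effect; nearly all actives have a fitted effect of over 60% in size; reporter is driven by a mutant NPC1 promoter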
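Readout is luciferase luminescence, reflecting NPC1 promoter activation in stably transfected Huh7 cells after 24 h compound exposure at 37 °C in reduced-serum medium with 10% FBS.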
FLuc modulator: qHTS profiling assay for firefly luciferase inhibitor/activator using purifed enzyme and Km concentrations of substrates (counterscreen for miR-21 project) | Luciferin 4-monooxygenase (Photinus pyralis), P08659 | purified FLuc, Km substrates, luminescence inhibition | Potency, µM (titrated, usually from 57.5 µM), without a hit: top-dose activity change, negative = inhibition, usual class: inhibitors | 360,000 tested, 6.9% active | AID 588342, 2011;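 note: plate controls were vehicle for no effect and reference inhibitor for full effect; nearly all actives have a fitted effect of over 55% in size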
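Purified P. pyralis luciferase (10nM final) with 10uM D-luciferin and 10uM ATP (Km levels) in 50mM Tris acetate pH 7.5, 10mM Mg acetate, 0.01% Tween-20, 0.05% BSA; qHTS 6-point titration, ~60 µM downward; luminescence read.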
Gal4-VP16 FLuc: VP16 counterscreen qHTS for inhibitors of ROR gamma transcriptional activity; 310,000 tested, 3.5% active; Drosophila S2 Gal4-VP16 UAS-luciferase, luminescence, 20 h; Potency, µM (highest dose often 53.6 µM), inactives show top-dose activity, negative = inhibition, usual class: inhibitors;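 note: Gal4-VP16 expression switched on by copper sulfate through the metallothionein promoter; % is set by controls: 0 for no effect and ±100 for the full control effect; nearly all actives have a fitted effect of over 50% in size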
uPA generation: qHTS for Inhibitors of Cell Surface uPA Generation; cell surface uPA generation assay, qHTS; Potency, µM (series often up to 38.3 µM), without a hit: at the top dose activity change, negative = inhibition, actives largely listed as inhibitors; 330,000 tested, 0.31% active; active = well fitted inhibition curve with a large enough effect; inconclusive = small, poorly fitted or top-dose-only effect; inactive = no such curve, though single readings can be large or run the other way; tested in mouse RAW 264.7 cells; note: % is set by controls: 0 for no effect and ±100 for the full control effect; nearly all actives have a fitted effect of over 55% in size
p53 reactivation: qHTS assay for re-activators of p53 using a Luc reporter | Potency, µM (highest dose often 92.2 µM), for the others: top-dose activity change, positive = activation, actives largely listed as activators | H1299 p53-A138V BP100-luciferase reporter, luminescence, 24 h | 320,000 tested, 0.063% active; note: % of control where 0% means no effect; nearly all actives have a fitted effect of over 45% in size
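H1299 (p53-null), stable ts p53-A138V + BP100-Luc; 1000 cells/well, Opti-MEM/10% FBS; cpd 4 pt, 1:5; 24 h, 37 deg C, 5% CO2; detection reagent 10 min RT; luminescence.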
MBNL1 CUG block: qHTS Assay for Inhibitors of MBNL1-poly(CUG) RNA binding | 280,000 tested, 0.036% active | TR-FRET MBNL1-His/biotin-(CUG)12 binding, 665/545 ratio | Potency, µM (highest dose often 57.5 µM), inactives show at the top dose activity change, negative = inhibition, hits mostly inhibitors | Muscleblind-like protein 1 (Homo sapiens), Q9NR56; active = well fitted inhibition curve with a large enough effect in the signal ratio, with a control signal flat, not every such curve was filed as active; inconclusive = small, poorly fitted or top-dose-only effect, or effect the other way, or a change in a side signal; inactive = no such curve, though single readings can be large or run the other way; the % refers to the signal ratio; note: % is set by controls: 0 for no effect and ±100 for the full control effect
Target sequence (Q9NR56 whole entry, looked up): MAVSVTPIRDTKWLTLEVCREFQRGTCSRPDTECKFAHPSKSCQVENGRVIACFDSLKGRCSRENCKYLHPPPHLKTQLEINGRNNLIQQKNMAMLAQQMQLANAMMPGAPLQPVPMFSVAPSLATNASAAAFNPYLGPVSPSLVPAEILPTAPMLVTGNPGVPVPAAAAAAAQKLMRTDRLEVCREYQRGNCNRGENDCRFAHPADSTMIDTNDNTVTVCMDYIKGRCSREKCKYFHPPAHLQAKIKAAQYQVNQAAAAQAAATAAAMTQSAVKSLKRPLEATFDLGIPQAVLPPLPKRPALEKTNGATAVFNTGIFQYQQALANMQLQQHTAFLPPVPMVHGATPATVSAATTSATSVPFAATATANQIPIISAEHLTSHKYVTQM
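Ratiometric TR-FRET (665 over 545 nm, excitation 340 nm) tracks disruption of MBNL1-His/biotin-(CUG)12 complex after 60 min at room temperature, with compounds at 92 nM to 58 uM final.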
ELG1 genotoxic: qHTS screen for small molecules that induce genotoxicity in human embryonic kidney (HEK293T) cells expressing luciferase-tagged ELG1 | HEK293T ELG1-luciferase reporter, luminescence, 16 h | Potency, µM (doses to about 46 µM), for the others: top-dose activity change, positive = activation, hits mostly activators | 330,000 tested, 1.3% active | AID 504466, 2011; note: % of control where 0% means no effect; nearly all actives have a fitted effect of over 60% in size
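Cells (2,000/well) expressing the ELG1-luciferase fusion are dosed by pin tool and kept 16 hr at 37 °C, 5% CO2. Signal comes from ONE-Glo luciferase reagent after 30 min at room temperature.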
Numbers without * were called inactive; ? = inconclusive; / = not tested or not shown; & = joins results of further samples; [ ] = dose if it differs, or a comment. Unless noted, calls come from the whole dose curve; as a rule, active = well fitted curve in the direction sought with a large enough effect; inconclusive = small, poorly fitted or top-dose-only effect, or another doubt; inactive = no such curve, though single readings can be large; an effect the other way counts as inactive or inconclusive. Potency is the fitted concentration of half-maximal effect. An excerpt. The share of hits here may be higher or lower than overall.

molecule	p53 reactivation	BRCA1 expr up	uPA generation	Rab9 prom act	FLuc modulator	ELG1 genotoxic	NPC1 promoter act	RORg inh	MBNL1 CUG block	Gal4-VP16 FLuc
COc1cc2c(cc1O)C[C@H]1c3c(cc(O)c(OC)c3-2)CCN1C	2%	-42%	-9%	-4%	2%	-20%	1%	0%[16.9 µM]	/	3%[17 µM]
O=c1c2ccccc2nc(-c2ccccc2Cl)n1-c1cccc(O)c1	-1%	4%	8%	-1%	1%	-3%	-4%	-7%	-7%	-2%
COc1cccc(-c2nc(CS(=O)CC(=O)N3CCC4(CC3)OCCO4)c(C)o2)c1 (centres undefined)	0%	8%	1%	-4%	-7%	-2%	3%	-8%	9%	-15%
CCCC[N+]12CCC(CC1)C(C(O)(c1ccccc1)c1ccccc1)C2 (centres undefined)	0%	-28%	-2%	-9%	0%	-1%	-5%	-3%	-6%	3%
c1cc2c(cc1CCNC1C3CC4CC(C3)CC1C4)OCO2 (centres undefined)	-3%	-29%	-1%	-3%	3%	-3%	-1%	-12%	-11%	-2%
O=C1N[C@@H](Cc2c[nH]c3ccccc23)COC(=O)[C@@H](Cc2ccc(F)cc2)CC/C=C/C[C@@H]1CC(=O)N(CCO)Cc1ccccc1	14%	-54%	?	/	/	-12%	/	/	/	/
C/C=C(\C)C(=O)N[C@@H](c1ccccc1)[C@@H](O)C(=O)O[C@H]1C[C@@]2(O)[C@@H](OC(=O)c3ccccc3)C3[C@](C)(C(=O)[C@H](OC(C)=O)C(=C1C)C2(C)C)[C@H](O)C[C@H]1OC[C@@]31OC(C)=O (some centres undefined)	3%	-55%	-73%	-31%[inhibitor]	-4%	-6%	-35%[inhibitor]	?	-4%	35µM*
Cc1ccc(NC(=O)CCNC(=O)N2C[C@H]3C[C@@H](C2)c2cccc(=O)n2C3)c(C)c1	/	-4%	5%	-1%	2%	5%	-1%	-24%	4%	-11%
O=C(Cc1ccccc1)N1CCN(CCCc2ccccc2)CC1	/	-1%	6%	-4%	5%	-3%	-2%	38%	-1%	-4%
CCc1ccccc1N1C(=O)/C(=C/c2ccc(N3CCN(C)CC3)o2)C(=O)NC1=S	17%	-16%	3%	0%	-11%	?	0%	8%	?	-4%
COC(=O)C1=C(c2ccc(Cl)c(C(F)(F)F)c2)C[C@@H]2CC[C@H]1N2C(=O)NCCO	0%	-13%	-2%	1%	-3%	2%	-4%	/	/	/
COC(=O)C1=C(c2ccc3ccccc3c2)C[C@@H]2CC[C@H]1N2C	0%	2%	0%	-15%	-3%	0%	3%	/	/	/
Cc1ccc(-n2c(O)c(C=NC3CCCC3)c(=O)[nH]c2=O)c(C)c1	3%	-11%	0%	14%	0%	0%	-5%	-10%	1%	-3%
CCOC(=O)C1=C(C)OC(N)=C(C#N)C12C(=O)N(C)c1ccccc12 (centres undefined)	2%	-9%	6%	-1%	-1%	-2%	1%	1%	3%	-2%
COc1ccc(CNc2oc(-c3cccc4ccccc34)nc2P(=O)(OC)OC)cc1	-2%	-34%	-12%	-3%	-11%	1%	2%	25%	31%[activator]	-16%
COc1ccc(N=C2SCCCN2C)cc1	-7%	-2%	1%	-8%	3%	-1%	-3%	-14%	?	-2%
Cc1cccc(N=Cc2c(O)n(C)c(=O)n(C)c2=O)c1	/	-11%	-8%	-3%	-14%	-8%	-4%	28%	-9%	2%
C=CCn1c(O)c(C(CC)=NCC2CCCO2)c(=O)[nH]c1=O (centres undefined)	-1%	-5%	-13%	-3%	2%	5%	1%	-35%	0%	-11%
CC(=O)Nc1ccccc1C(=O)OCC(=O)Nc1ncccn1	3%	1%	0%	-3%	-1%	9%	3%	1%	-5%	-3%
Cc1ccsc1C(=O)C1CCCN(Cc2ccccc2O)C1 (centres undefined)	-4%	0%	-2%	-9%	1%	-9%	-5%	4%	0%	4%
CSc1ncc(/C=C2/C(=O)NC(=O)N(c3ccc(Cl)cc3)C2=O)cn1	1%	15%	-3%	-1%	?	-11%	0%	2%	2%	0%
CC(=O)Nc1ccc(C(=O)OCC(=O)Nc2ccc(Cl)cc2C(=O)c2ccccc2)cc1	-3%	-29%	2%	-1%	5%	-1%	1%	34%	4%	-3%
CCCN1CCC[C@H](c2cccc(O)c2)C1	4%	1%	10%	-17%[46.1 µM]	-1%	-4%	-1%[46.1 µM]	-8%	/	-12%
CC(C)n1c(=O)c(C=Nc2ccc(S(N)(=O)=O)cc2)c(O)n(Cc2ccco2)c1=O	-1%	-20%	1%	-3%	-1%	0%	-1%	-2%	17%[11.5 µM]	-1%
Cc1sc2ncn(CC(=O)NCCCC(=O)N3CCC4(CC3)OCCO4)c(=O)c2c1C	6%	1%	5%	4%	-2%	1%	3%	2%	0%	-6%
C[C@]1(O)CCC2C3CC[C@@H]4CC(=O)CC[C@]4(C)C3CC[C@@]21C (some centres undefined)	-12%	-28%	-5%	/	/	-4%	/	/	/	/
C[C@]12CC[C@H]3[C@@H](CCC4=CC(=O)CC[C@@]43O)[C@@H]1CCC2=O	-3%	-9%	7%	-2%	14%	1%	0%	-26%	-8%	-9%
CC(C)c1cc(Br)c(NC(=O)Nc2cccnc2)c(Br)c1	-13%	-19%	3%	0%	1%	2%	-1%	?	-5%	6%
O=C(COC(=O)c1ccccc1)Nc1ccc(Cl)cc1C(=O)c1ccccc1	-7%	-77%	-8%	2%	-1%	1%	1%	-13%	-25%	-12%
CC(NCc1ccc(Cl)c(Cl)c1)C(O)c1ccccc1 (centres undefined)	2%	-1%	-2%	1%	0%	2%	-2%	2%	-3%	-1%
CC(=O)O[C@H]1CCC2C3CCC4=CC(=O)CCC4=C3C=C[C@@]21C (some centres undefined)	-2%	-35%	-4%	1%	-3%	-2%	4%	-5%	13%	5%
CSc1ccc(C(=O)C2CCCN(CCCn3cccn3)C2)cc1 (centres undefined)	-4%	-8%	0%	1%	-3%	0%	2%	11%	-1%	0%
CN1CCN(C(=O)COc2ccc(Oc3ccccc3)cc2)CC1	-1%	12%	-1%	10%	-14%	-3%	4%	7%	-7%	11%
Cc1c(C(=O)Nc2ccccc2)cc(-c2ccccc2)n1CCCN1CCOCC1	-4%	-19%	-3%	-3%	-4%	-3%	-3%	20%	/	-6%
Cc1cccc(-n2c(O)c(/C=C3/C(c4ccccc4)=Nc4ccccc43)c(=O)[nH]c2=O)c1	?	8%	?	-16%	?	6%	-25%	1%	-5%	?
CN1C(=O)C(C2c3ccccc3C(=O)N2Cc2ccc([N+](=O)[O-])cc2)C(=O)N(C)C1=O (centres undefined)	2%	4%	-3%	8%	1%	2%	-1%	2%	?	1%
O=C(NC1CCCCC1)N1C[C@H]2C[C@@H](C1)c1cccc(=O)n1C2	0%	-10%	3%	-3%	-1%	3%	-1%	27%	1%	-8%
COc1ccc(CN2CCN(C(=O)Cn3c(=O)oc4cc(Cl)ccc43)CC2)c(OC)c1OC	-1%	-18%	-9%	-16%	0%	-7%	-4%	?	-4%	?
COc1cc(C(=S)N2CCOCC2)cc(OC)c1OC(=O)Cc1ccccc1	11%	-6%	-3%	-4%	-1%	2%	0%	4%	-7%	7%
Cc1cc(NC(=O)COC(=O)c2c(C)nn(Cc3ccccc3Cl)c2C)no1	6%	-17%	-7%	-3%	-1%	0%	-1%	-7%	-8%	-3%
O=C(c1ccccc1)N1CCC2(CC1)OCCO2	-1%	-19%	-5%	0%	1%	0%	-4%	0%	/	-2%
COC(=O)C1=C(c2ccc(F)cc2OCc2ccccc2)C[C@@H]2CC[C@H]1N2C(=O)NCc1ccc(C(C)(C)C)cc1	5%	-30%	?	-2%	2%	-6%	-10%	/	/	/
NC(=O)CS(=O)C(c1ccccc1)c1ccccc1 (centres undefined)	/	/	/	0%	-3%	/	1%	-1%[10 µM]	3%	2%&2%&-10%
CC(Cc1ccccc1)NC(=O)/C=C/C(=O)O (centres undefined)	0%	-2%	-2%	-2%	-6%	0%	0%	-3%	-9%	13%
CCOC(=O)c1c(C)n(Cc2ccccc2)c2ccc(OCC(O)CNC(C)(C)C)cc12 (centres undefined)	0%	-91%	-3%	-3%	-3%	-5%	-3%	?	-5%	-27%
CCOC(=O)C1(CCc2ccccc2)CCN(Cc2ccc3c(c2)OCCO3)CC1	2%	-53%	-2%	-5%	-3%	-1%	-4%	5%	10%	-3%
